Anesthetic bind – binds horse apoferritin like a general anesthetic. P02791. apoferritin/1-aminoanthracene competitive binding, fluorescence. Potency, µM (top dose mostly 77.5 µM), without a hit: at the top dose activity change, negative = displacement, hits mostly inhibitors. 350,000 compounds, 0.074% hits. AID 485281; also: % is scaled to controls: 0 for no effect and ±100 for the full control effect; nearly all actives have a fitted effect of over 20% in size
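In PBS, apoferritin at 10 uM is loaded with 1-AMA from a 50% saturated solution. After 10 min of compound exposure at ambient temperature, reduced 535 nm fluorescence indicates probe displacement.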
BLM helicase inh – blocks DNA unwinding by human BLM helicase | 350,000 compounds, 0.2% hits | recombinant BLM DNA unwinding, fluorescence dequenching | Potency, µM (series often up to 56.1 µM), without a hit: at the highest dose activity change, negative = inhibition, hits mostly inhibitors | AID 2528 | P54132;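 also: plate controls were vehicle for no effect and no enzyme for full effect; nearly all actives have a fitted effect of over 35% in size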
APEX1 inh – blocks human APE1 abasic DNA cleavage. Potency, µM (series often up to 65.8 µM), without a hit: at the highest dose activity change, negative = inhibition, usual class: inhibitors. recombinant APE1, TAMRA/BHQ-2 abasic DNA cleavage fluorescence. 350,000 compounds, 0.35% hits. P27695;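 also: plate controls were vehicle for no effect and reference inhibitor for full effect; nearly all actives have a fitted effect of over 55% in size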
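Readout is kinetic fluorescence (ex 525, em 598 nm) from cleavage of 50 nM TAMRA/BHQ-2 THF abasic duplex by 0.75 nM APE1, compound added 15 min beforehand at RT.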
GRP78 ERSR act – ER stress response induction in glioma; U87-MG GRP78 promoter luciferase reporter, 16 h; Potency, µM, inactives show top-dose activation, hits mostly activators; 420,000 compounds, 0.02% hits; also: series mostly up to about 76 µM; % of control where 0% means no effect; nearly all actives have a fitted effect of over 35% in size
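ERSR induction read as luciferase luminescence (Bright-Glo, 10 min at room temperature) in stably transfected human U87-MG glioma cells exposed to compounds for 16 h, using GRP78 as sensor.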
Pol kappa inh – inhibitors of human DNA polymerase kappa. purified Pol kappa, fluorescent DNA synthesis assay, 10 min. Potency, µM (doses to about 107 µM), without a hit: top-dose activity, negative = inhibition, usual class: inhibitors. 400,000 compounds, 0.53% hits. AID 588579; also: % is scaled to controls: 0 for no effect and ±100 for the full control effect
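Fluorescent qHTS in 1536-well format: enzyme (10 nM) and compound sat 15 min at room temperature before 50 nM substrate (final) was added. Signal taken at 0 and 10 min; no-enzyme buffer wells were negative controls.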
Active calls of the source: *; ? = inconclusive; & = joins results of further samples; [ ] = remark or other dose. Calls follow the shape of the dose curve; as a rule, active = well fitted curve in the direction sought with a large enough effect; inconclusive = small, poorly fitted or top-dose-only effect, or another doubt; inactive = no such curve, though single readings can be large; an effect the other way counts as inactive or inconclusive. Potency is read from the fitted curve at half-maximal effect. Only part of the results is shown. The share of hits here may be higher or lower than overall.

SMILES | Anesthetic bind | BLM helicase inh | APEX1 inh | GRP78 ERSR act | Pol kappa inh
C[C@H](CCC(=O)O)[C@H]1CC[C@H]2[C@H]3C(CC[C@]12C)[C@@]1(C)CC[C@@H](O)C[C@H]1C[C@H]3O (some centres undefined) | -3% | 3% | 1%&-3% | 0%&-2% | 5%&-17%[19.4 µM]
CC(CCC(=O)O)C1CCC2C3C(O)C[C@@H]4CC(O)CC[C@@]4(C)C3CC[C@@]12C (some centres undefined) | -2%&-6% | -15%&-10% | 4%&-1% | -4%&-5% | ?

Screens deposited in PubChem BioAssay by National Center for Advancing Translational Sciences (NCATS).
